From PubChem
MEKK2 mut-MEK5 – signal of MEK5 binding to mutant human MEKK2 PB1 domain. percent response, % at 10 µM. AID 1530. bead flow cytometry, Alexa488-MEK5 binding to MEKK2 mutant. hit rate 0.35% among 290,000; in the data active = percent response above about 24%, passing the limit was not always enough; also: inactives centre near 1; some results filed as inactive read as strong as hits; reference of the scale not given here
DNA FID counter – fluorescent intercalator displacement, NS3 helicase counter-screen; DNA fluorescent intercalator displacement, fluorescence; inhibition, % at 7.9 µM; hit rate 0.17% among 290,000; AID 1845; in the data active = inhibition above about 37%;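 also: 0% = vehicle and 100% = reference compound; higher means more ethidium bromide displaced from hairpin DNA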
NALP1 yeast inh – blocks the NALP1 inflammasome reconstituted in yeast. hit rate 0.61% among 280,000. S. cerevisiae NALP1/ASC/caspase-1 growth, X-gal OD620, 72 h. inhibition, % at 10 µM. AID 2071; in the data active = inhibition mostly above about 24%, no sharp cut-off; inactive = mostly below about 32%; also: some compounds called inactive have numbers as strong as hits
PfM18AAP inh – PfM18AAP enzyme inhibition; hit rate 1.2% among 290,000; recombinant PfM18AAP, H-Glu-NHMec fluorogenic cleavage; inhibition, % at 7.35 µM; AID 1822;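 active = inhibition above the campaign mean inhibition over all tested compounds plus 3 SD, cut at about 28% in these data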;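 also: 0% = plate median of test compound wells and 100% = 2 mM ZnCl2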
UBC9 SUMO inh – blocks human SUMOylation mediated by UBC9; P63279; HTRF SUMOylation assay, SAE1/SAE2 + UBC9, in vitro; inhibition, % at 35 µM; hit rate 0.36% among 290,000; AID 2006; in the data active = inhibition above about 50%, passing the limit was not always enough; also: strong numbers were not always called active
Target sequence (P63279 whole entry, looked up): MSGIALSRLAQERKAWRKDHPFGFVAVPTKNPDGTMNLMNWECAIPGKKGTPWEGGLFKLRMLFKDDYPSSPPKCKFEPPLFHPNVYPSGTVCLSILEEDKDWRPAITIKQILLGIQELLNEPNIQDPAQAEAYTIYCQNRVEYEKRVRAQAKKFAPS
HCV NS3 hel inh – HCV NS3 helicase inhibition; AID 1800; hit rate 0.56% among 290,000; inhibition, % at 10.9 µM; NS3 helicase DNA unwinding, Cy5 molecular beacon fluorescence;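 active = inhibition above the mean of all tested compounds plus 3 SD, set per campaign, cut at about 35% in these data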;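 also: 0% = DMSO wells and 100% = thioflavine S control wells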
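Test system: hepatitis C virus NS3 helicase domain fragment enzyme. Also added: annealed dual-labelled DNA beacon duplex, ATP-started. Timing: 60 min unwinding reaction at 25 °C after ATP addition. Technique: Cy5 fluorescence. Measure: % inhibition of unwinding.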
MEKK2wt PB1 HTS – raises or lowers MEK5 binding to wildtype human MEKK2 PB1 domain; binding response (% of control), % at 10 µM; bead flow cytometry, Alexa488-MEK5 binding to MEKK2 WT; actives lie on both sides; hit rate 1.1% among 290,000; Q9Y2U5; in the data active = binding response below about 67% or above about 130%
IMP-1 inhibitor – inhibitors of Pseudomonas aeruginosa IMP-1 metallo-beta-lactamase | purified IMP-1, nitrocefin hydrolysis, epi-absorbance fluorescence | inhibition, % at 5.6 µM | hit rate 0.45% among 290,000 | AID 1556;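 active = inhibition above the mean plus 3 SD of all compounds in the same screening run, cut at about 4.5% in these data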;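 also: 0% = IMP-1 with DMSO and 100% = DMSO wells lacking enzyme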
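System: purified IMP-1 / Input: IMP-1 dispensed at 0.2 nM / Medium: 50 mM HEPES pH 7.1, 50 µM ZnSO4, 0.05% Brij 35 / Timing: 15 min enzyme–compound preincubation, then 25 min nitrocefin reaction, 25 °C / Technique: plate fluorescence quenching by hydrolysis product, ex 480/em 530 nm / Repeats: singlicate testing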
VIM-2 inh – blocks Pseudomonas aeruginosa VIM-2 metallo-beta-lactamase | purified VIM-2, nitrocefin hydrolysis, epi-absorbance fluorescence | inhibition, % at 5.6 µM | hit rate 0.89% among 290,000 | AID 1527;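 active = inhibition above the mean of all tested compounds plus 3 SD, cutoff set per screening run, cut at about 7.5% in these data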;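 also: red hydrolysis product quenches plate fluorescence so inhibitors raise well fluorescence; 0% = enzyme with DMSO and 100% = DMSO without enzyme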
Numbers without * were called inactive; . = no result given.

SMILES	MEKK2 mut-MEK5	DNA FID counter	NALP1 yeast inh	PfM18AAP inh	UBC9 SUMO inh	HCV NS3 hel inh	MEKK2wt PB1 HTS	IMP-1 inhibitor	VIM-2 inh
CCOC(=O)C1=C(C)Nc2ncnn2C1c1c[nH]c2ccccc12 (stereo not drawn)	0	-6	-39	-4	10	-5	101	-3.4	-0.9
CC(C)c1cc(C(=O)O)c2ccccc2n1	-24	1	.	-2	14	-17	83	-3.5	-2.0
CN(C(=O)c1ccccc1C(=O)OCC(=O)NCc1cccs1)C1CCCCC1	-9	-32	2	-4	3	-2	90	-1.1	-0.8
CCOc1ccc(/C=N/NC(=O)c2nnn(-c3nonc3N)c2CN2CCC(C)CC2)cc1	-8	-12	-6	-3	-14	-16	93	-2.8	-0.5
CCc1ccc2c(COn3nnc4ccc(S(=O)(=O)N(C)C)cc43)cc(=O)oc2c1	14	-3	6	0	13	1	108	-0.5	-0.4
CCN(CC)c1ccc(C(NC(C)=O)NC(C)=O)cc1	-2	4	23	6	-17	0	94	-0.9	1.0
CC(C)Cn1c(SCC(=O)NCc2ccc(Cl)cc2)nnc1-c1cccc(S(=O)(=O)N2CCOCC2)c1	4	-44	14	2	-5	-1	108	-6.9	-2.9
CCCCCn1c(CN(C)Cc2ccccc2)nc2c1c(=O)n(C)c(=O)n2C	-8	-6	7	0	15	0	94	-7.3	-2.7
CCOc1ccc(N2C(=O)C3C(c4ccccc4)=NN(c4ccccc4)C3C2=O)cc1 (stereo not drawn)	2	-2	16	3	-13	7	103	-1.1	-3.4
O=C1C(C=NC2CC2)=C(O)c2ccccc21	4	-2	13	3	18	2	103	1.5	-3.0
CCC(CC)NC(=O)COc1ccc(OC)cc1C=O	-11	-11	11	4	16	-4	95	-3.9	-1.2
O=C(Nc1ccccc1)Nc1ccccc1C(=O)NCc1ccccc1	1	-5	-2	-9	10	3	103	-0.8	-4.9
CCOC(=O)C1CCN(C(=O)c2ccc(Cl)c(NC3=NC4CS(=O)(=O)CC4S3)c2)CC1 (stereo not drawn)	-3	-14	21	-3	-6	2	105	-1.4	-2.7
Cn1c(CNC(=O)CNC(=O)Cc2ccc(Cl)cc2)cc(=O)n(C)c1=O	-5	-2	11	-6	-1	4	95	0.0	-1.1
CCOC(=O)C1(CC2CC2)CCN(Cc2ccc(O)c(Cl)c2)CC1	-1	-4	19	-7	14	-2	110	-3.8	-3.9
N/C(=N\OC(=O)c1ccc(=O)n(Cc2ccccc2)c1)c1ccccn1	-1	-8	0	-4	10	-21	94	-4.9	-5.5
Cn1c(SCC(=O)NCc2cccs2)nnc1-c1cccs1	-4	0	.	-4	6	5	88	-1.0	-3.7
COc1ccc(CN(Cc2cccn2C)S(=O)(=O)c2cccc(C(F)(F)F)c2)cc1	-1	-19	.	2	5	1	95	0.2	-2.5
COc1ccc(OC)c(-c2csc(N(Cc3ccco3)C(=O)c3cccs3)n2)c1	-2	-5	10	0	11	-4	94	0.3	-1.9
CCOC(=O)Cc1cc(=O)n2[nH]cc(-c3ccc(Cl)cc3)c2n1	-10	-12	-8	10	9	64*	83	-4.9	-4.1
CC(C)CNC(=O)CSc1nnc(CN2CCCCCC2=O)n1-c1ccccn1	-3	-6	2	-21	12	5	98	-0.2	0.5
Cc1ccc(NC(=O)CC2SCCNC2=O)cc1Cl (stereo not drawn)	5	-3	-6	-13	9	-3	109	-0.2	-2.7
CCOC(=O)c1[nH]c2ccc(OC)cc2c1NC(=O)CCN1CCc2ccccc2C1	-6	-12	14	3	42	-12	97	-3.2	-0.9
O=C(O)C1=C[C@@H](c2ccccc2)C[C@@H](OCc2ccc(CO)cc2)O1	3	-8	20	-8	11	5	92	0.2	3.2
CCCCCC(=O)Nc1ccc(-c2nnc3n2CCCCC3)cc1	-5	-46	14	-11	-1	4	101	0.4	0.7
O=c1ccc(-c2ccc(S(=O)(=O)Nc3ccc(F)cc3)s2)n[nH]1	7	-3	10	3	9	-7	111	-3.9	-3.5
CCOc1ccccc1C(=O)N1CCC(C(=O)c2ccc(F)cc2)CC1	-4	-12	10	-6	-42	1	92	-0.1	-0.2
O=C(O)C1=C(OCc2ccc(F)c(F)c2)C(=O)NCC1	1	-2	-2	2	11	-19	102	-2.6	-1.9
CCC(=O)NNc1ncnc2ccccc12	-3	2	5	3	-2	7	86	-0.6	0.8
CCOC(=O)COc1ccc(C2CC(C)=NN2c2ccccc2)cc1 (stereo not drawn)	-16	-21	2	3	15	-6	84	-2.2	-1.0
Cc1ccsc1CNC(=O)c1c(-c2ccccc2)noc1C	-3	-6	-3	-14	19	10	96	-3.4	-1.8
CCO[C@@H]1OC(C(=O)O)=C[C@H](C2CCCCC2)[C@H]1CCCO	-3	-12	-3	-13	21	7	96	-0.5	1.2
Cc1cc(Cl)c2cc3ccccc3cc2n1	4	-3	12	-7	3	-7	102	-0.7	-0.8
O=C(Nc1ccccc1N1CCCC1)c1cccnc1	1	2	9	-7	13	-3	103	-2.2	0.7
CCOC(=O)c1[nH]c(C)c(C(=O)OCC(=O)N2CCc3ccccc32)c1C	4	-12	-11	12	10	11	107	-2.8	-4.7
O=C(c1cnc2sccn2c1=O)N1CCc2ccccc2C1	-3	2	24	2	7	0	93	-2.6	-1.1
Cc1c(C(=O)O)oc2ccc(S(=O)(=O)N3CCCCC3C(=O)O)cc12 (stereo not drawn)	3	4	-21	-10	1	-2	108	-4.1	-0.8
COc1ccc(C(=S)N2CCOCC2)cc1OC(=O)c1ccccc1Cl	-1	-31	8	24	-5	-23	99	-4.5	-3.7
Cn1nc(C(C)(C)C)cc1C(=O)Nc1nc2c(s1)C(=O)CC(C)(C)C2	2	-11	9	-1	18	-7	98	-1.7	-2.4
Clc1ccc(Cn2nnc(-c3ccc(N4CCOCC4)cc3)n2)cc1	-5	-2	1	2	13	-4	92	-2.0	-3.8
C/C(=N\NC(=O)c1c(Cl)c(C)nn1C)c1ccc(NC(=O)COc2ccc(Cl)cc2C)cc1	11	-4	0	-14	-23	1	104	-3.4	-1.7
CCOc1nc(NC2CCCCC2)nc(NC(C)(C)C)n1	3	-24	3	-5	17	-17	109	-0.7	-0.3
Cc1cc(C)c(C#N)c(SCCN2CCOCC2)n1	1	-2	7	6	17	-4	100	0.5	-1.5
O=C(CN1CCC(Cc2ccccc2)CC1)NCCc1ccc(F)cc1	-1	7	9	-1	2	-5	96	-1.5	-2.4
COc1ccc(CNC(=O)Cn2c(=O)oc3cc(S(=O)(=O)N4CCCC4)ccc32)cc1	3	-20	8	-6	-3	7	102	-2.5	-0.3
CCOCc1nnc(NS(C)(=O)=O)s1	0	2	-4	-3	11	-6	100	-3.5	-0.9
CNC(=O)c1sccc1Oc1ccc(F)cc1[N+](=O)[O-]	-15	8	15	-1	-3	-5	82	-1.3	0.0
CCSC(C)CC1CC(=O)CC(=O)C1 (stereo not drawn)	15	-31	10	-5	11	13	101	-2.3	-1.7

Next part; the last 4 above are carried over.
SMILES	MEKK2 mut-MEK5	DNA FID counter	NALP1 yeast inh	PfM18AAP inh	UBC9 SUMO inh	HCV NS3 hel inh	MEKK2wt PB1 HTS	IMP-1 inhibitor	VIM-2 inh
COc1ccc(CNC(=O)Cn2c(=O)oc3cc(S(=O)(=O)N4CCCC4)ccc32)cc1	3	-20	8	-6	-3	7	102	-2.5	-0.3
CCOCc1nnc(NS(C)(=O)=O)s1	0	2	-4	-3	11	-6	100	-3.5	-0.9
CNC(=O)c1sccc1Oc1ccc(F)cc1[N+](=O)[O-]	-15	8	15	-1	-3	-5	82	-1.3	0.0
CCSC(C)CC1CC(=O)CC(=O)C1 (stereo not drawn)	15	-31	10	-5	11	13	101	-2.3	-1.7
COc1ccc(C(=O)NC(=O)NC2(C(Cl)(Cl)Cl)OCCO2)cc1	0	-3	-15	6	11	-6	101	-0.4	-0.9
O=C(CCCOc1ccccc1)N1CCN(c2ccc(F)cc2)CC1	3	-23	-66	-17	8	15	107	-0.4	2.2
O=C(CSc1nnc(-c2ccncc2)o1)NCc1ccc(Cl)cc1	-1	-17	30	-1	-11	7	101	-1.6	-1.6
O=C(Cn1c(-c2ccccn2)nc2ccccc21)N/N=C/c1cccnc1	22	-19	.	-2	-2	18	116	-2.0	-1.0
Cc1ccc(N(C(=O)C2CCC(=O)N2)C2(C(=O)NC3CCCCC3)CCCCC2)cc1 (stereo not drawn)	2	-26	1	-3	17	2	102	-2.8	-1.9
CC1CCCCC1NC(=O)CCn1c(=O)sc2ccccc21 (stereo not drawn)	-3	-10	8	-4	-2	3	97	-0.6	-1.8
COc1cc(-n2c(=O)c3ccccc3n(Cc3cc(=O)n4ccccc4n3)c2=O)cc(OC)c1OC	-1	1	17	12	5	8	97	0.3	-2.9
COc1ccc(N2CCN(C(=O)CSc3nnc(Cn4nnc5ccccc54)n3C)CC2)cc1	-2	-25	-4	0	14	7	97	-2.3	-3.7
Cn1nnnc1SCc1cccc(CSc2nnnn2C)n1	4	-2	-20	-1	-7	0	107	5.3*	-0.3
CC(C)CCNC(=O)C(c1ccc(O)cc1)N(Cc1cccs1)C(=O)C1COc2ccccc2O1 (stereo not drawn)	-2	-30	-36	3	-8	4	94	-2.2	-3.5
Cc1onc(-c2ccccc2Cl)c1-c1nc(-c2ccncc2)no1	2	-17	-5	0	26	-3	107	-5.0	-3.5
Cc1c(C(C)NC(=O)c2cc(COc3cccc4cnccc34)on2)cnn1C (stereo not drawn)	0	-36	11	-2	12	2	101	-0.7	-1.7
Cc1nc2ccccn2c1C(=O)NNC(=O)Nc1ccccc1	-1	-6	27	66*	11	11	104	-0.6	-0.7
COC(=O)C(C)Sc1nc(-c2ccc(OC)cc2)nc2c1c(=O)n(C)c(=O)n2C (stereo not drawn)	.	-2	.	-1	.	-2	.	-3.2	-1.8
CNc1ccccc1C(C)(C)c1cc(C)[nH]n1	-6	-13	-15	-5	14	0	97	-1.7	-2.5
O=C(NCc1cccnc1)c1ccc(Cn2c(=S)[nH]c3ccc(Br)cc3c2=O)cc1	-2	-1	6	3	19	2	103	-3.7	-4.9
COc1ccc(/C=C/C(=O)OCC(=O)Nc2ccc(Cl)cn2)cc1	0	-13	10	-3	12	0	104	-0.5	-2.0
COc1ccc(N2C(=O)C3NN=C(C(=O)OCc4ccccc4)C3C2=O)cc1 (stereo not drawn)	-7	-11	-6	-1	12	16	92	0.2	-1.8
Cc1ccc(S(=O)(=O)N2c3ccccc3NC(=O)C2CC(=O)Nc2ccccc2)cc1 (stereo not drawn)	0	-14	-9	0	12	-2	101	-2.1	-2.1
Cc1ccc(C(=O)Nc2cc3c(oc2=O)CCCC3=O)cc1	8	-3	10	2	10	-2	108	-1.6	-5.5
CCOC(=O)Cc1csc(NC(=O)CSc2nnnn2-c2ccc(C)cc2C)n1	3	-37	7	-7	2	-15	92	-0.1	-1.2
O=C(CSc1nnc(-c2ccc(Cl)cc2Cl)n1C1CCCCC1)N1CCCC1	3	-30	19	3	2	10	102	-4.5	-3.0
CCn1c(C)nc2cc(-c3nnc(-c4c(-c5ccccc5)noc4C)o3)ccc21	-5	-25	-10	-5	4	-14	96	-4.9	5.6
